UDG counter – blocks uracil-DNA glycosylase in AID counter-screen; FRET deamination/UDG coupled assay, UDG read, 4 h; Potency, µM (highest dose often 115 µM), inactives show at the top dose activity change, negative = inhibition, usual class: inhibitors; 91,000 compounds, 0.14% hits; AID 1347430; further: nearly all actives have a fitted effect of over 65% in size
AID inh – activation induced cytidine deaminase inhibition | Q9GZX7 | AID deamination FRET fluorescence, UDG-coupled, 4 h | Potency, µM (top dose mostly 115 µM), for the others: at the highest dose activity change, negative = inhibition, most hits filed as inhibitors | 91,000 compounds, 0.32% hits; further: nearly all actives have a fitted effect of over 25% in size
Target sequence (Q9GZX7 whole entry, looked up): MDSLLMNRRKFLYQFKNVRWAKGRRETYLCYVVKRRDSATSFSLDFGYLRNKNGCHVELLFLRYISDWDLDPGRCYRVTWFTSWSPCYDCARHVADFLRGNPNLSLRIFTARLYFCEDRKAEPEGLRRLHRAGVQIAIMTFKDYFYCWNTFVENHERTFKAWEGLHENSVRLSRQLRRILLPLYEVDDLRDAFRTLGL
The depositor's hits bear a star; ? = inconclusive; & = joins results of further samples; [ ] = dose if it differs, or a comment. The call rests on the fitted dose curve; in most records, active means well fitted curve in the direction sought with a large enough effect; inconclusive means small, poorly fitted or top-dose-only effect, or another doubt; inactive means no such curve, though single readings can be large; an effect the other way counts as inactive or inconclusive. On the % scale 0 is the no-effect control and ±100 the full control effect; potency means the concentration at half of the fitted maximal effect.

A first look:
molecule	UDG counter	AID inh
CC(C)C(C(=O)O)c1ccc(Cl)cc1 (centres undefined)	2%	2%
O=C(Nc1ccccc1C(F)(F)F)c1cccn(Cc2ccccc2)c1=O	?	4%
COc1ccc(NC(=O)CCc2nc(C3=CCN(Cc4cccc(Cl)c4)CC3)no2)cc1OC	?	155%[activator]
CCc1ccc(-n2nc(C)c3c2NC(=O)CSC3c2ccc(C(=O)OC)cc2)cc1 (centres undefined)	-16%	-8%

The whole of this part, previewed entries included:
molecule	UDG counter	AID inh
CC(C)C(C(=O)O)c1ccc(Cl)cc1 (centres undefined)	2%	2%
O=C(Nc1ccccc1C(F)(F)F)c1cccn(Cc2ccccc2)c1=O	?	4%
COc1ccc(NC(=O)CCc2nc(C3=CCN(Cc4cccc(Cl)c4)CC3)no2)cc1OC	?	155%[activator]
CCc1ccc(-n2nc(C)c3c2NC(=O)CSC3c2ccc(C(=O)OC)cc2)cc1 (centres undefined)	-16%	-8%
C[C@@H]1O[C@H](C[N+](C)(C)C)C[C@H]1O	-4%	-1%
O=C(Nc1ccon1)c1cccn(Cc2cccc([N+](=O)[O-])c2)c1=O	-1%	11%
O=C1CN=C(c2ccccc2Cl)c2cc(Cl)ccc2N1Cc1cccc(Cl)c1	-17%[57.5 µM]	?
Nc1ccc(F)cc1C(=O)c1ccccc1	-6%	-20%
COc1ccc2c(c[n+](C)c3c4cc5c(cc4ccc23)OCO5)c1OC	-18%	40µM*
O=C(Nc1ccc2c(c1)OCCO2)c1cccn(Cc2ccccc2)c1=O	-23%	-1%
Cc1ccc(S(=O)(=O)N[C@@H](CCCCN)C(=O)CCl)cc1	1%	-16%
OCCSCCSCCO	-4%	-3%
Cc1ccc(NC(=O)c2cccn(Cc3ccccc3C)c2=O)c(C)c1	0%	63%[activator]
O=C(Nc1ccc(Cl)cc1C(=O)c1ccccc1)c1ccccc1Br	0%[57.5 µM]	5%
CC(C)CCOc1ccc(CCN)cc1	-7%	-3%
O=C(O)c1cc(Cl)ccc1Cl	1%	-6%
O=C(O)c1[se]c2ccccc2c1Br	-14%	14%
Cc1cc2c(c(=O)o1)C1(C(=O)Nc3ccccc31)C(C(=O)OCc1ccccc1)=C(N)O2 (centres undefined)	11%	6%
CN(C)c1ccc(NC(=O)c2sc3nc4c(cc3c2N)N2CCC4CC2)cc1	3%	-4%
Cc1ccccc1-n1nc(C)c2c1NC(=O)CSC2c1ccc(N(C)C)cc1 (centres undefined)	13%	-7%
Cc1cc(C[N+](C)(C)C)oc1C	-8%	10%
O=C(c1cc(Br)c[nH]1)C(Cl)(Cl)Cl	-2%	0%
C[C@H](Cc1ccc2c(c1)OC(C(=O)O)(C(=O)O)O2)NC[C@H](O)c1cccc(Cl)c1	5%	-4%
O=c1c2ccccc2nc(/C=C\c2ccc(F)cc2)n1-c1ccccc1F	-27%	-10%
COc1cc(-c2c(C#N)c(N)nc3c2c(=O)nc2sccn23)ccc1OCc1ccccc1C	-4%	?
CCC1CCC(NC2CCC(CC)CC2)CC1 (centres undefined)	-13%	-9%
COc1ccc2[nH]c(C)c(CCNCc3ccc(C(F)(F)F)cc3)c2c1	-7%	-6%
COc1ccc2c(c1)c(C(=O)OCC(=O)N(C)C)c(C)n2C1CC1	1%	2%
O=C1/C(=C\c2ccc(F)cc2)N2CCC1CC2	1%	-8%
N#Cc1ccc(NC(=O)Cn2nc(C(=O)O)c3ccccc3c2=O)cc1Cl	-12%	-8%
CCN(CC)C(=O)c1ccc(NC(=O)CCn2nc(-c3ccc(Cl)cc3)c3ccccc3c2=O)cc1	0%[57.5 µM]	?
Cc1ncc(CNC(=O)N(CCCl)N=O)c(N)n1	-12%	3%
Cc1ncsc1CCCl	1%	-3%
COc1ccc(CCNCc2ccccc2C)cc1	2%	4%
CCCN1CCC[C@@H]2Cc3nc(N)ncc3C[C@H]21	-5%	-2%
CCn1cc(C(=O)N(C)CC(=O)NC(C)(C)C)c2ccccc21	-10%	0%
CCCN1CCc2cccc3c2[C@H]1Cc1ccc(O)c(O)c1-3	-6%	4%
C[C@@H]1CCC2[C@H](C)C(=O)O[C@@H]3O[C@]4(C)CCC1C23OO4 (some centres undefined)	-12%	-19%
CC(=O)NS(=O)(=O)c1ccc(NC(=O)c2cccn(Cc3ccc(Cl)cc3)c2=O)cc1	10%	-4%
C1CC2CCC1CNC2	7%	1%
O=C(Nc1ccon1)c1cccn(Cc2ccccc2)c1=O	-14%	-4%
Cc1cccc(NC(=O)CCl)c1	-12%	-19%
O=C(O)Cc1cnc[nH]1	5%	4%
O=C(Nc1ccc2c(c1)OCO2)c1cccn(Cc2ccc(F)cc2)c1=O	-24%	195%[activator]
C=CCN1CC[C@]23c4c5ccc(O)c4O[C@H]2/C(=N/NC(=O)c2ccccc2)CC[C@@]3(O)[C@H]1C5	-1%	3%
Cc1cc([C@@H]2CCCN2C)on1	9%	21%
O=C(c1ccc(C(F)(F)F)cc1)N1CCN(Cc2ccccc2)CC1	-3%	3%
COc1ccc(-c2nc(CN3C(=O)CN=C(c4ccccc4)c4ccccc43)c(C)o2)cc1	-7%	?
O=C(Nc1ccc2c(c1)OCO2)c1cccn(Cc2cccc([N+](=O)[O-])c2)c1=O	?	68%[activator]
CC(=O)c1c(C)[nH]c(C(=O)C(C)NC(C)c2ccccc2F)c1C (centres undefined)	-1%	1%
c1cncc(CNCCN2CCCC2)c1	5%	21%
Cc1[nH]c2ccc(C#N)cc2c1CCN	5%	6%
COc1ccc(CNC(=O)C(Cl)(Cl)Cl)cc1	-2%	-6%
c1ccc(C2(c3ccccc3)CC2C2=NCCN2)cc1 (centres undefined)	2%	-1%
CCOC(=O)c1ccc(Oc2coc3cc(OC(=O)N(C)C)ccc3c2=O)cc1	-11%	1%
CC(=O)NBr	4%	0%
NC(Cc1cc(O)c(O)cc1O)C(=O)O (centres undefined)	-2%	14µM*
COc1ccc([N+](=O)[O-])cc1	0%	3%
O=C(CSC(c1ccccc1)c1ccc(Cl)cc1)NCc1cccs1 (centres undefined)	-10%	-16%
C#CCN[C@H](C)Cc1ccccc1	2%	6%

Next records.
molecule	UDG counter	AID inh
CCC1CCCCN1C(=O)c1cn(C)c2ccccc12 (centres undefined)	14%	-1%
CN(N=O)c1cc(O)ccc1O	-19%	28µM*
CC(C)c1ccc(NC(=O)CN2C(=O)CN=C(c3ccccc3)c3ccccc32)cc1	-11%[57.5 µM]	-2%
COc1ccc(CCNCc2ccccc2F)cc1OC	0%	3%
CCn1cc(C(=O)N(Cc2ccc(F)cc2)C2CC2)c2ccccc21	-1%	-7%
CCCn1c(C)c(C(=O)OCc2ccccc2)c2cc(O)ccc21	29%	-7%
Cc1cc(C(C)(C)c2ccc(O)c(C)c2)ccc1O	0%	2%
CS(=N)(=O)CC[C@H](N)C(=O)O (some centres undefined)	0%	4%
CCN(CCCl)Cc1ccccc1Br	4%	?
OC(CC#CCN1CCCCCC1)(c1ccccc1)C1CCCC1 (centres undefined)	-5%	-14%
C[C@]12C=CC(=O)C=C1CC[C@@H]1[C@@H]2CC[C@@]2(C)[C@H]1CC[C@]2(C)O	0%	-5%
NCC(CC(=O)O)c1ccc(Cl)cc1 (centres undefined)	-8%	-10%
C[N+](C)(C)CC#CCOC(=O)Nc1cccc(Cl)c1	-2%	-2%
COC(=O)N1CCN(C(=O)Cc2ccc(Cl)c(Cl)c2)C(CN2CCCC2)C1 (centres undefined)	-8%	-15%
CCC1(OC(=O)c2ccccc2)CC(C)N(C)CC1C (centres undefined)	-5%	2%

Carrying on.
The line under a structure holds: UDG counter	AID inh
COc1cc(CC(C)N)c(OC)cc1I (centres undefined)
    0%	4%
c1nc(CN2CCNCC2)cs1
    4%	1%
Cc1cc(OCC(=O)N2CCN(CCc3ccncc3)CC2)ccc1Cl
    ?	18%
Cc1cccc(OCCNc2ccc([N+](=O)[O-])c3cccnc23)c1
    -9%	31%[activator]
CCNC(=O)NC(=O)COC(=O)c1cn(C)c2ccccc12
    -1%	-1%
N#CCCNCc1cccnc1
    -2%	20%
COc1ccccc1N1CCNCC1
    0%	5%
O=c1c2ccccc2nc(/C=C/c2ccccc2F)n1-c1cccc(O)c1
    1%	3%
CCCNC(=O)COC(=O)c1cn(C)c2ccccc12
    -2%	0%
CC(C)N(CCC(C(N)=O)(c1ccccc1)c1ccccn1)C(C)C (centres undefined)
    -9%&-7%	-17%&0%
CC(=O)OC1CCC2(/C=N/O)[C@H]3CCC4(C)C(C5=CC(=O)OC5)CCC4(O)[C@@H]3CCC2(O)C1 (some centres undefined)
    -6%	0%
Cc1ccccc1CN1C(=O)CN=C(c2ccccc2)c2cc(Cl)ccc21
    -12%[57.5 µM]	?
Clc1ccc(-n2nnnc2C2(NC3CCCCC3)CCCCC2)cc1
    -4%	-10%
COc1ccc(CN2CCN(C(=O)COc3ccccc3)CC2)c(OC)c1
    -12%	-26%
OCC#CC[N+]1(CC#Cc2ccccc2)CCCC1
    5%	5%
CN1CC[C@@]2(C)c3cc(OC(=O)Nc4ccccc4)ccc3N(C)[C@@H]12
    -10%	?
Cc1c(C(=O)Cn2cnc3ccccc32)c2ccccc2n1C
    -5%	-11%
COc1cc(CNCCc2ccccc2)cc(OC)c1
    2%	9%
O=[N+]([O-])c1cc(O)c(O)c([N+](=O)[O-])c1
    -14%	?
CC(Oc1cccc(Cl)c1)C(=O)O (centres undefined)
    -3%	4%

Sorted by SMILES length (high to low): 3 of the compounds above.
The line under a structure holds: UDG counter	AID inh
Cc1ccccc1CN1C(=O)CN=C(c2ccccc2)c2cc(Cl)ccc21
    -12%[57.5 µM]	?
Clc1ccc(-n2nnnc2C2(NC3CCCCC3)CCCCC2)cc1
    -4%	-10%
CC(Oc1cccc(Cl)c1)C(=O)O (centres undefined)
    -3%	4%

Next records.
The line under a structure holds: UDG counter	AID inh
CC1OC(OC2C(O)CC(OC3C(O)CC(OC4CCC5(C)C(CC[C@@H]6[C@@H]5CCC5(C)C(C7=CC(=O)OC7)C(O)CC65O)C4)OC3C)OC2C)CC(O)C1O (some centres undefined)
    -4%	-11%
Cc1c2ccncc2c(C)c2c1[nH]c1ccccc12
    1%	-12%
N#Cc1ccccc1CN1CCN(c2ccccc2)CC1
    4%	1%
CC(NC(=O)Cn1cc(C(=O)c2ccccc2)c2ccccc21)c1ccccc1 (centres undefined)
    -10%	-7%
C=C(C)CN1CCN(Cc2ccc(OC)cc2)CC1
    2%	1%
COc1ccc(CCNCc2cccc(Cl)c2)cc1
    -12%	-13%
COc1cccc(C2SCC(=O)Nc3c2c(C)nn3C)c1OC (centres undefined)
    -1%	-10%
CN1C[C@H](CNC(=O)OCc2ccccc2)C[C@@H]2c3cccc4c3c(cn4C)C[C@H]21
    -4%	14%
COc1ccc(-c2nc(CN3C(=O)CN=C(c4ccccc4)c4cc(Cl)ccc43)c(C)o2)cc1
    -5%	-24%
COC1C(O)CC(OC2C(O)CC(OC3C(O)CC(OC4CCC5(C)C(CCC6[C@@H]5CC(O)C5(C)C(C7=CC(=O)OC7)CCC65O)C4)OC3C)OC2C)OC1C (some centres undefined)
    0%	8%
O=c1c2ccccc2nc(/C=C/c2ccco2)n1-c1ccccc1
    -5%	-2%
COc1cccc(-n2c(/C=C/c3ccccc3O)nc3ccccc3c2=O)c1
    29%	11%
CCc1ccccc1NC(=O)c1cccn(Cc2ccccc2F)c1=O
    7%	6%
CCOc1cc(CN2CCN(C(=O)COc3ccc4ccccc4c3)CC2)ccc1OC
    8%	-8%
N/C(=N\N=C\c1ccccc1F)N[N+](=O)[O-]
    2%	2%
Cc1ccc(NC(=O)Cn2cc(C(=O)c3ccccc3)c3ccccc32)cc1
    -14%	7%
NCC(O)c1ccc(O)cc1 (centres undefined)
    1%&-3%	-3%&0%
COc1ccc(C)cc1NC(=O)N(Cc1ccc2c(c1)OCO2)C1CCN(Cc2ccccc2)CC1
    -5%	-27%
CC(=O)NN1C(=O)c2ccccc2NC1c1cccnc1 (centres undefined)
    -1%	-9%
Nc1c(C(=O)Nc2ccc(OC(F)(F)F)cc2)sc2nc3c(cc12)N1CCC3CC1
    -6%	-9%
O=C1CC(c2ccccc2Br)c2c(c3ccccc3oc2=O)O1 (centres undefined)
    13%	-1%
CC(Cc1ccccc1)N(C)C (centres undefined)
    -9%	-4%
COc1ccccc1C1SCC(=O)Nc2c1c(C)nn2C (centres undefined)
    -5%	-4%
C[N+]1(C)CCOC(O)(c2ccc(-c3ccc(C4(O)C[N+](C)(C)CCO4)cc3)cc2)C1 (centres undefined)
    -8%	?
Cc1ccc(CN(CCc2ccccc2)Cc2ccccc2)o1
    7%	0%
CC(N)C(=O)c1ccccc1 (centres undefined)
    2%	19%
CC(Cc1ccco1)NCc1cc2ccccc2o1 (centres undefined)
    -3%	4%
O=[N+]([O-])/C=C\c1c[nH]c2ccccc12
    -15%	-4%
CCOc1ccc(NC(=O)c2cccn(Cc3cccc(Cl)c3)c2=O)cc1
    -18%	?
Cc1cc(NC(=O)c2cccn(Cc3cccc(Cl)c3)c2=O)no1
    -8%	?
CCCC12CN3CC(C)(CN(C1)C3c1c(C)[nH]c(=O)[nH]c1=O)C2=O (centres undefined)
    -29%	10µM*
Cc1nnc(NC(=O)c2cccn(Cc3ccc(Cl)cc3)c2=O)s1
    -4%	?
Cc1[nH]nc2c1C(c1ccc(-c3ccccc3Cl)o1)SCC(=O)N2 (centres undefined)
    -6%	-7%

Screens deposited in PubChem by National Center for Advancing Translational Sciences (NCATS).

An excerpt, so the mix of outcomes need not match the whole.
